Akt phos inh = HTS Assay for Inhibitors of Akt Phophorylation: Primary Screen; Neuro2A IGF-stimulated pAkt S473 HTRF, 20 min; hits give low values; activity change, % for hits at 50 µM; 360,000 tested, 0.32% active; AID 651550, 2012; in the data active means activity change below about -80%; inconclusive means mostly about -51% to -80%; further: on the % scale 0 is the no-effect control and ±100 the full control effect
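Neuro2A cells in DMEM with 0.5% FBS, overnight at 37 deg C, given compound at single 50 µM final, then IGF (6 nM final) for 20 min at 37 deg C. Lysed; phospho-Akt Ser473 by HTRF after 24 h, 665/615 ratio.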
Mm-Cpn inhibitor = Inhibitors of TCP-1 ring complex (TRiC) of Methanococcus maripaludis (MmCpn): qHTS; Chaperonin Mm-Cpn (Methanococcus maripaludis); purified Mm-Cpn ATPase, ADP Transcreener TR-FRET; Potency, µM (doses to about 76.9 µM), inactives show at the top dose activity, negative = inhibition, most hits filed as inhibitors; 330,000 tested, 0.031% active; AID 504842, 2011; further: potency means the concentration at half of the fitted maximal effect; on the % scale 0 is the no-effect control and ±100 the full control effect; nearly all actives have a fitted effect of over 80% in size
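Eu-cryptate anti-ADP/ADP-d2 competition gives a ratio inversely related to ADP. Enzyme at 25 nM was pre-exposed to compound for 10 min, then given 10 uM ATP for 30 min, 37°C throughout.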
DRD3 antagonist = qHTS of D3 Dopamine Receptor Antagonist: qHTS. D(3) dopamine receptor (Homo sapiens), P35462. D3R cells, DiscoveRx beta-arrestin luminescence, antagonist mode; hits give low values. max response, negative = inhibition, %. 360,000 tested, 2.5% active. AID 652054, 2013; in the data active means max response below about -50%; inconclusive means no clear call, values can overlap the other calls; further: on the % scale 0 is the no-effect control and ±100 the full control effect; mostly tested at two doses, the higher about 12 µM
Target sequence (P35462 whole entry, looked up): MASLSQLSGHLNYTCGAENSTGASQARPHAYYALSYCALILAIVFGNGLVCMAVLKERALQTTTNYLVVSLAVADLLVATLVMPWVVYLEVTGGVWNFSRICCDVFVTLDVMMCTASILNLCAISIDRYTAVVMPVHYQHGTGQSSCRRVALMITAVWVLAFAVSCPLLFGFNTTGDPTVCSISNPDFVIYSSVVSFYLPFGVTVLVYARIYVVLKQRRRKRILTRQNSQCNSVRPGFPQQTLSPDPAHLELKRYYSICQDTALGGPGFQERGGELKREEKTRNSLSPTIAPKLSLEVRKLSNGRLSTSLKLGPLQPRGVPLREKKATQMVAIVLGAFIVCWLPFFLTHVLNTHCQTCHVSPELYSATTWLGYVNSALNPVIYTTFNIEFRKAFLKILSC
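Cells plated overnight at 1500 cells/well, then exposed to library compounds with dopamine controls for 90 minutes at 37 degrees C. DiscoveRx reagent added for 30–60 minutes at room temperature; luminescence read, quantitative HTS format.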
PTHR1 agonist = qHTS for PTHR1 Agonists: Primary Screen; Parathyroid hormone/parathyroid hormone-related peptide receptor (Homo sapiens), Q03431; HEK293 GP2 PTHR1 cells, GloSensor cAMP luminescence, 1 h; Potency, µM (highest dose often 115 µM), inactives show at the highest dose activation, hits mostly activators; 410,000 tested, 0.075% active; AID 743266, 2014; further: potency means the concentration at half of the fitted maximal effect; nearly all actives have a fitted effect of over 55% in size; some results filed as inactive show a strong effect at the top dose; inactives centre near -15; many of its hits are not listed in these tables
Target sequence (Q03431 whole entry, looked up): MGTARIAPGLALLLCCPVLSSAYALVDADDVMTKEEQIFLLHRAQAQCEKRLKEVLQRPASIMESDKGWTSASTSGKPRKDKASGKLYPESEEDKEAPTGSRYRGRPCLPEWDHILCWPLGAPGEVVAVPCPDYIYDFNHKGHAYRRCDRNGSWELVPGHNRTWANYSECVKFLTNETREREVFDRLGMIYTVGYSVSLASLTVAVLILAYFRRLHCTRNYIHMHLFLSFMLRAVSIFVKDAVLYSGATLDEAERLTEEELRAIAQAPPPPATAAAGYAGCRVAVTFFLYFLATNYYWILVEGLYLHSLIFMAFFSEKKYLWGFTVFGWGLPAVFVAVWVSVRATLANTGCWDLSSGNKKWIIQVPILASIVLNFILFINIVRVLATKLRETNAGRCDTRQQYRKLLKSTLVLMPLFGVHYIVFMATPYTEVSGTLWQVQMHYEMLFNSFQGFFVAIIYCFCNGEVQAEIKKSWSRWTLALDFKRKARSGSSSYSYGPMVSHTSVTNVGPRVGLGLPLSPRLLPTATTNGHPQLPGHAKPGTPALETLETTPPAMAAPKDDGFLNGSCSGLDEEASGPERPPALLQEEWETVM
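HEK-293-derived GP2 cells expressing PTHR1 and a GloSensor cAMP reporter, 3,000/well, plated overnight, given luciferin plus IBMX (each 0.5 mM as added) for 1 h at 37 °C, then compound for 1 h at 37 °C. Luminescence was read after 15 min at room temperature.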
D3 ag = qHTS of D3 Dopamine Receptor Agonist: qHTS; max activation, %; 410,000 tested, 0.58% active; D(3) dopamine receptor (Homo sapiens), P35462; D3R DiscoveRx beta-arrestin cells, luminescence, 90 min; in the data active means max activation above about 30%; further: 0% is about no effect; mostly tested at two doses, the higher about 12 µM
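Agonist-mode cell screen: cells plated at 1500/well and incubated overnight at 37 °C, then exposed to library compounds for 90 min at 37 °C. Detection reagent was added for 30–60 min at room temperature, and luminescence was read.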
CCT modulator = High-Throughput Screening for Modulators of Cytosolic Chaperonin Activity | purified chaperonin ATPase assay, HTRF ADP detection, 30 min | 360,000 tested, 0.3% active | activity change, % (no concentration beside the values), hits read low; in the data active means activity change below about -30%; further: on the % scale 0 is the no-effect control and ±100 the full control effect
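ATPase activity: ADP formed was measured by HTRF Transcreener (665/615 nm ratio) after 30 min at 37 deg C with 10 uM ATP. Compounds screened at one 76 uM concentration against 40 or 20 nM TRiC in Tris pH 7.4/KCl/MgCl2/DTT buffer.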
EPAC2 antagonist = qHTS for Antagonist of cAMP-regulated guanine nucleotide exchange factor 2 (EPAC2): primary screen. Rap guanine nucleotide exchange factor 4 (Homo sapiens), Q8WZA2. EPAC2 GEF exchange of Rap1B-BODIPY-GDP, fluorescence. Potency, µM (top dose mostly 114 µM), for inactives: at the highest dose activity, negative = inhibition, hits mostly inhibitors. 360,000 tested, 0.18% active; further: potency means the concentration at half of the fitted maximal effect; on the % scale 0 is the no-effect control and ±100 the full control effect; nearly all actives have a fitted effect of over 45% in size; many of its hits are not listed in these tables
EPAC2 agonist = qHTS for Agonist of cAMP-regulated guanine nucleotide exchange factor 4 (EPAC2): primary screen; Rap guanine nucleotide exchange factor 4 (Homo sapiens), Q8WZA2; EPAC2 activation, biochemical qHTS; response scale: 100% = 6.5 mM cAMP response; Potency, µM (titrated, usually from 154 µM), for the others: at the highest dose activation, hits mostly activators; 360,000 tested, 0.079% active; AID 720711, 2013; further: potency means the concentration at half of the fitted maximal effect; nearly all actives have a fitted effect of over 50% in size
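Compounds were added across a concentration range to EPAC2 (100 nM), RAP1B-BODIPY-GDP (250 nM) and GDP (50 uM). After 5 min at room temperature, fluorescence was recorded at 5-min intervals for 30 min.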
* marks the source's active call; other numbers are inactive results; i = inactive; ? = inconclusive; nt = not tested or not shown; [ ] = remark or other dose. Unless noted, the call rests on the fitted dose curve; in most records, active means well fitted curve in the direction sought with a large enough effect; inconclusive means small, poorly fitted or top-dose-only effect, or another doubt; inactive means no such curve, though single readings can be large; an effect the other way counts as inactive or inconclusive.

Fields – Akt phos inh	Mm-Cpn inhibitor	DRD3 antagonist	PTHR1 agonist	D3 ag	CCT modulator	EPAC2 antagonist	EPAC2 agonist
Nc1cc(N2CCOCC2)c(Cl)cc1[N+](=O)[O-]
  i	2%	-12	-7%	-4	-1.0	0%	2%
COc1ccc(/C=N/c2nc3ccccc3n2CCN2CCCCC2)cc1OC
  nt	0%	?	i	7	-0.3	13%	0%
CCN(Cc1cnn(C)c1)C(=O)C1CCC(=O)N(CCc2ccc(OC)cc2)C1 (stereo not drawn)
  i	1%	16	i	2	0.4	0%	0%
O=C(Oc1ccccc1C(=S)N1CCOCC1)c1ccc([N+](=O)[O-])cc1[N+](=O)[O-]
  i	1%	-3	-11%	5	-0.4	3%	11%
O=C(NC1CC1)c1ccc(N2CCCCC2)c([N+](=O)[O-])c1
  i	1%	-17	-23%	-6	-1.7	-1%	-3%
CN(CCOc1ccc(Cl)cc1)CC(O)c1ccccc1 (stereo not drawn)
  i	-2%	-52*	i	-9	0.2	-1%	2%
Cn1c(CCNS(=O)(=O)c2ccc(F)cc2)nnc1SCc1cccnc1
  i	1%	4	-2%	1	-0.5	5%	-1%
O=C(CSc1nnc(SCc2ccc(Cl)cc2)s1)N/N=C/c1ccc(C(=O)O)cc1
  i	-1%	-13	-35%[inhibitor]	-14	-0.3	45µM*	-4%
COc1ccc(NC(=O)CN(C)C(=O)c2cccc(S(=O)(=O)N3CCN(c4ccccc4)CC3)c2)cc1
  i	1%	-20	-37%[inhibitor]	-1	-0.9	-11%	7%
CC1(C)C2CC[C@]3(C)C(CC=C4[C@@H]5C[C@@](C)(CO)CC[C@]5(C(=O)O)CC[C@]43C)[C@@]2(C)CC[C@@H]1O (stereo partly drawn)
  i	nt	-6	-6%	0	-0.1	8%	-2%
CN(C)S(=O)(=O)n1cc(/C=C(\NC(=O)c2ccccc2)C(=O)N2CCOCC2)c2ccccc21
  i	-2%	-8	-6%	-3	0.3	4%	-1%
Nc1nc(CSc2nnnn2-c2ccccc2)nc(N2CCCc3ccccc32)n1
  i	1%	8	-12%[57.5 µM]	0	-0.6	0%	9%
CC(/C=N/N1CCN(c2ccc(C)cc2)CC1)=C\c1ccccc1
  i	1%	5	-19%	-23	2.7	14%	3%
Cc1cccc(-n2c(-c3ccoc3C)n[nH]c2=S)c1
  i	-7%	-17	-2%	1	-1.4	12%	3%
CCOc1ccc(NC(=O)c2ccccc2NC(=O)CN(C)CC(=O)Nc2ccc(C)cc2)cc1
  i	1%	?	-35%[inhibitor][57.5 µM]	6	-1.0	4%[57.1 µM]	-19%
O=C(NCc1ccc(F)cc1)c1cc(C2CCCCN2C(=O)c2ccccn2)on1 (stereo not drawn)
  i	nt	-10	0%	1	-1.9	-3%	9%
CCCNC(=S)Nc1ccc(Cl)cc1C
  i	3%	-8	-21%	0	-2.5	4%	11%
O=[N+]([O-])c1ccc(-c2nc(=S)c3c(o2)CCCC3)cc1
  i	0%	1	-5%	-1	-5.4	7%	-1%
COC(=O)Cc1ccc(NC(=S)N2CCN(c3cccc(O)c3)CC2)cc1
  i	0%	1	-4%	32*	-0.4	-5%	-8%
CSCCC(NC(=O)c1ccc([N+](=O)[O-])cc1Cl)C(=O)OCC(=O)N(C)C (stereo not drawn)
  i	-6%	-23	-9%	-6	-1.5	-9%	-14%

(continued)
Fields – Akt phos inh	Mm-Cpn inhibitor	DRD3 antagonist	PTHR1 agonist	D3 ag	CCT modulator	EPAC2 antagonist	EPAC2 agonist
Cc1nnc(N(CCC#N)CCC#N)s1
  i	0%	-1	?	-6	-2.6	14%	8%
CCc1ccnc(NS(=O)(=O)c2ccc3c(c2)CCO3)c1
  i	1%	6	-7%	6	2.0	3%	6%
Cc1cc(NC(=O)Nc2cc(F)ccc2C)n(C)n1
  i	1%	-11	i	5	-1.2	-2%	9%
O=C(COC(=O)c1ccco1)Nc1cccc(Br)c1
  i	1%	2	-6%[57.5 µM]	1	0.9	-6%	4%
O=C(N/N=C/c1cccnc1)c1cccc(F)c1
  i	-3%	17	i	0	-3.8	9%	1%
Cc1ccc(-c2nnc(-c3ccccc3)o2)cc1
  i	-2%	14	-15%[57.5 µM]	4	-4.4	-6%	12%
COc1ccc(Cl)cc1NC(=O)Cn1cccc1
  i	-1%	-17	i	-12	-3.7	3%	8%
CC(=O)Nc1ccc(S(=O)(=O)NCC(=O)OCC(=O)NC(=O)c2cccn2C)cc1
  i	1%	0	0%	1	-1.0	2%	-11%
CCCC[C@@H]1CNC(=S)N1CCc1cccc2ccccc12
  i	nt	-5	-25%	0	-0.9	-21%	14%
Cc1ccc(Cl)cc1Nc1nc(-c2sc(NC(=O)c3ccco3)nc2C)cs1
  i	-17%	60	-11%	4	0.1	14%	-6%
CC1(C)CC(=O)c2c(n(S(=O)(=O)c3ccccc3)c3ccc(NS(=O)(=O)c4ccccc4)cc23)C1
  i	1%	2	i	-9	-1.4	3%	10%
Cc1cc(=O)c2ccccc2n1Cc1ccccc1
  i	0%	-4	-83%[inhibitor]	-1	-1.7	-22%	2%
Cc1ccc(NC(=O)/C=C2\NC(=O)CS2)cc1
  i	-6%	-9	i	10	-1.1	3%	8%
Cc1cc(C)n2nc(C(=O)Nc3cccc(S(=O)(=O)N4CCOCC4)c3)nc2n1
  i	-1%	-1	i	-21	-34*	16%	2%
CC1(c2ccc(OC(F)F)cc2)NC(=O)N(CC(=O)Nc2ccc(OC(F)F)cc2)C1=O (stereo not drawn)
  i	1%	-15	-19%	-11	0.0	-18%	-5%
CCN(CC)c1ccc(NC(=O)CSC(=O)c2ccccc2)cc1
  i	0%	-6	-17%	-2	0.3	-2%	6%
COc1ccccc1N1CCN(C(C)C(=O)Nc2ccc(S(=O)(=O)N3CCOCC3)cc2)CC1 (stereo not drawn)
  i	0%	9	-4%	2	1.0	-2%	-4%
O=c1[nH]nc(N/N=C/c2ccc(Cl)cc2Cl)c(=O)[nH]1
  i	-13%	4	i	1	-4.4	-2%	4%
COc1cc([N+](=O)[O-])ccc1NC(=O)NCc1cccnc1
  i	1%	0	i	-10	-0.4	8%	6%
Cc1nc2ccccc2c(=O)n1NC(=O)C1CCCCC1
  i	2%	-2	i	-3	1.2	-4%	11%

Compounds above that contain an aryl thioether with sulfur outside any ring, in the order listed:
Fields – Akt phos inh	Mm-Cpn inhibitor	DRD3 antagonist	PTHR1 agonist	D3 ag	CCT modulator	EPAC2 antagonist	EPAC2 agonist
Cn1c(CCNS(=O)(=O)c2ccc(F)cc2)nnc1SCc1cccnc1
  i	1%	4	-2%	1	-0.5	5%	-1%
O=C(CSc1nnc(SCc2ccc(Cl)cc2)s1)N/N=C/c1ccc(C(=O)O)cc1
  i	-1%	-13	-35%[inhibitor]	-14	-0.3	45µM*	-4%
Nc1nc(CSc2nnnn2-c2ccccc2)nc(N2CCCc3ccccc32)n1
  i	1%	8	-12%[57.5 µM]	0	-0.6	0%	9%

Shown in markdown: entries from further up
| SMILES | Akt phos inh | Mm-Cpn inhibitor | DRD3 antagonist | PTHR1 agonist | D3 ag | CCT modulator | EPAC2 antagonist | EPAC2 agonist |
| --- | --- | --- | --- | --- | --- | --- | --- | --- |
| CCc1ccnc(NS(=O)(=O)c2ccc3c(c2)CCO3)c1 | i | 1% | 6 | -7% | 6 | 2.0 | 3% | 6% |
| Cc1cc(NC(=O)Nc2cc(F)ccc2C)n(C)n1 | i | 1% | -11 | i | 5 | -1.2 | -2% | 9% |

Additional entries follow:
Fields – Akt phos inh	Mm-Cpn inhibitor	DRD3 antagonist	PTHR1 agonist	D3 ag	CCT modulator	EPAC2 antagonist	EPAC2 agonist
COc1ccc(CC(N)c2csc(NC(=O)Nc3cc(OC)ccc3OC)n2)cc1 (stereo not drawn)
  i	nt	0	-25%	0	0.0	3%	-1%
COC(=O)[C@@H](Cc1ccccc1)NC(=O)CC[C@H]1O[C@@H](n2cc(C)c(=O)[nH]c2=O)C[C@@H]1O
  i	nt	8	-22%	0	0.1	4%	6%
CC(C)(C)NC(=O)CSc1nc(-c2ccc(F)cc2)cs1
  i	2%	-22	i	6	0.1	-3%	11%
Cc1cc(C)n(-c2ccc(NC(=O)C3CCN(Cc4cc(C)c(C)o4)CC3)cc2)n1
  i	-1%	-14	-11%	-12	-2.1	-1%	-7%
C[C@H](CO)N1C[C@H](C)[C@@H](CN(C)Cc2ccc(Cl)c(Cl)c2)Oc2c(NC(=O)Cc3ccccc3)cccc2C1=O
  i	1%	48	-56%[inhibitor]	-12	0.7	-27%	6%
CCCNC(=O)COc1ccc2c(=O)c(Oc3ccccc3F)coc2c1
  i	3%	14	-1%	-10	-1.5	2%	4%
CN(CC(=O)Nc1cccc(F)c1)C(=O)CCCc1cccs1
  i	0%	12	i	-7	-1.1	22%	-2%
COc1ccc(Br)cc1CNC(=O)Cc1cccs1
  i	0%	7	i	-1	1.0	18%	1%
CCOC(=O)N1CCN(C(=O)c2cc(COc3ccc4ncccc4c3)on2)CC1
  i	-3%	-12	-95%[inhibitor]	1	-7.0	-4%	14%
COC(=O)c1ccc(-c2ccco2)n1Cc1nc(-c2ccc(OC)c(OC)c2)oc1C
  nt	-23%	-12	-8%[57.5 µM]	2	-6.9	10%	0%[15.6 µM]
O=C(O)c1ccccc1C(=O)NC1Cc2ccccc2C1
  i	0%	-5	i	9	-0.7	1%	11%
COc1cc(/C=N/NC(=O)c2ccc(CN3C(=O)c4cccc5cccc3c45)cc2)cc(OC)c1O
  i	-6%	24	i	17	-0.1	-17%	-1%

Assay outcomes from PubChem BioAssay.

The list is partial; rates above refer to the full screens.
